DDE Tn7 FP inh = inhibitors of Tn7 peptide binding to fibrin DD(E), primary screen, biochemical, fluorescence polarization, human fibrin, Tn7 probe; Fibrinogen beta chain (Homo sapiens), P02675; FP displacement of FITC-Tn7 peptide from fibrin DD(E); 0% = median of compound wells per plate; inhibition, % at 8.3 µM; 0.13% of 370,000 active; AID 720508, 2013;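 active means inhibition above the mean of compounds falling within the control limits plus 3 SD of them, cut at about 14% in these data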;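 further: 0% = plate median of compound wells and 100% = 10 µM Aha-Tn7 peptide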
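Test system: human clot-derived fibrin DD(E) complex / Quantity: 2 µM final DD(E) protein / Incubation: 10 min plus 3 h, room temperature / Measured by: fluorescence polarization / Benchmarks: high control of 10 µM Aha-Tn7 peptide / Replicates: singlicate testing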
PRMT1 inh = PRMT1 methyltransferase inhibitors, primary screen, biochemical, fluorescence polarization. Protein arginine N-methyltransferase 1 (Homo sapiens), Q99873. inhibition, % at 2.79 µM. recombinant PRMT1, activity-based probe fluorescence polarization. 1.3% of 370,000 active;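 active means inhibition above about 21% made by adding two undisclosed values, limit read from the data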
LEDGF integ inh = blockers of LEDGF/p75-dependent integrase strand transfer – biochemical, TR-FRET, high throughput, primary screen; HIV-1 integrase (with human LEDGF/p75); TR-FRET IN-LEDGF/p75 DNA integration, Eu/Cy5; inhibition, % at 3.7 µM; 0.64% of 370,000 active; AID 743269, 2014;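 active means inhibition above the screen-wide mean plus 3 SD, cut at about 13% in these data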;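 further: signal is the Cy5 over europium emission ratio at 671 and 618 nm; 0% = plate median of compound wells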
TDP2 inh = human TDP2 enzyme inhibitors, primary screen, biochemical, epi absorbance, recombinant enzyme; Tyrosyl-DNA phosphodiesterase 2 (Homo sapiens), O95551; T5PNP hydrolysis, p-nitrophenol absorbance 415 nm; inhibition, % at 12.8 µM; 0.34% of 370,000 active;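 active means inhibition above the mean of all tested compounds plus 3 SD, set per campaign, cut at about 25% in these data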;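 further: 0% = DMSO with enzyme and 100% = buffer with substrate but no TDP2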
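Assay system: Recombinant human TDP2 | Quantity: 120 nM TDP2 per well | Incubation: 2 h at 37 °C | Signal: Epi absorbance | Evaluation: Percent inhibition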
TCR-CD3 inh = inhibitors of human TCR-CD3 interaction, primary screen, biochemical, fluorescence, TAMRA-labeled TCR probe; inhibition, % at 9.4 µM; 0.37% of 360,000 active; T-cell receptor (TCR); in the data active means inhibition above about 19%;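 further: recombinant mutant TCR 2C K166C tagged with TAMRA read by polarization; 0% = receptor in buffer alone and 100% = receptor with positive control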
PG9 Ab binder = binders of HIV-1 gp120 antibody PG9, primary screen, biochemical, TR-FRET. AID 624416, 2012. TR-FRET gp120-PG9 antibody binding. 0.43% of 360,000 active. inhibition, % at 6.7 µM. HIV-1 gp120 / PG9 antibody interaction; in the data active means inhibition above about 8.5%
ABHD4 inh = ABHD4 inhibitors, primary screen, biochemical, fluorescence polarization, mouse | (Lyso)-N-acylphosphatidylethanolamine lipase (Mus musculus), Q8VD66 | purified mABHD4, FP-Rh probe fluorescence polarization | inhibition, % at 8.92 µM | 0.54% of 370,000 active;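 active means inhibition exceeding the mean over every tested compound plus 3 SD, cut at about 30% in these data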;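 further: 0% = plate median of compound wells and 100% = S159A mutant with DMSO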
Target sequence (Q8VD66 whole entry, looked up): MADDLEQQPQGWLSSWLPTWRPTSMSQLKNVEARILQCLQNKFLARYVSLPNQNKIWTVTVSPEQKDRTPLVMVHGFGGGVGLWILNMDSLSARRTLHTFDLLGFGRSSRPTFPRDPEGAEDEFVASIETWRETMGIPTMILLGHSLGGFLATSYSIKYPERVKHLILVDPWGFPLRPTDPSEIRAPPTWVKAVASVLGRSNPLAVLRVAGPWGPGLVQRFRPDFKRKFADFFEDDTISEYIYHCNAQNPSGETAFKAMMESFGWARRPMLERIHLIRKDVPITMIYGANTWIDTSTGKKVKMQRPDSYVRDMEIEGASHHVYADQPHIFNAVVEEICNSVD
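Test system: mouse ABHD4 enzyme, wild type. Reagent: FP-Rh fluorescent activity-based probe, added after compound pre-incubation. Timing: pre-incubation 45 min, probe exposure 60 min, at 25 °C. Technique: FP readout, ex 525 nm / em 598 nm. Benchmarks: high control S159A mutant with DMSO, low control median of compound wells.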
HTRA1 inh = HTRA1 serine protease inhibitors, primary screen, biochemical, fluorescence polarization, HTS | Q92743 | recombinant HTRA1, FP-rhodamine activity-based probe | inhibition, % at 5.96 µM | 0.5% of 340,000 active | AID 504803, 2011; in the data active means inhibition above about 36%;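 further: 0% = enzyme with DMSO and 100% = wells lacking enzyme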
SIAE primary = human SIAE inhibitors, primary screen, biochemical, fluorescence polarization, FP-Rh probe, 1536-well HTS; inhibition, % at 9.66 µM; 0.69% of 370,000 active; AID 1053197, 2014; Sialate O-acetylesterase (Homo sapiens), Q9HAT2; SIAE FP-Rh probe binding;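 active means inhibition above a cutoff: mean of compounds within the control limits plus 3 SD of those, cut at about 17% in these data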;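 further: 0% = plate median of compound wells and 100% = probe without SIAE protein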
Target sequence (Q9HAT2 whole entry, looked up): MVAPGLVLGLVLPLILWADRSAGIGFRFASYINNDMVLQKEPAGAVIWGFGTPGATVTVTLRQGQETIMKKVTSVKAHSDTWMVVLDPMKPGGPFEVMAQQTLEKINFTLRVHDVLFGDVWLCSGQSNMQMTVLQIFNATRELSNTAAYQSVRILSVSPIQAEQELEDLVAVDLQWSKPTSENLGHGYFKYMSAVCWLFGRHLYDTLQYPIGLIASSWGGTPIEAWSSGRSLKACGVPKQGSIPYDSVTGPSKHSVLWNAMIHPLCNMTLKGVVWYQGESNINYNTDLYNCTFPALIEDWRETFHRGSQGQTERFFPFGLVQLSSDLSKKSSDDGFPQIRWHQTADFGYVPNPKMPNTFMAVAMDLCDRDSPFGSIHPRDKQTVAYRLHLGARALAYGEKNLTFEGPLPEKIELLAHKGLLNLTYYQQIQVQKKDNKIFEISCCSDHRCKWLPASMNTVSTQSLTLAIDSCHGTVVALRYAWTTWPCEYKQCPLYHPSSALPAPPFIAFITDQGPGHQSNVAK
UHRF1 binding = UHRF1 methylated DNA binding inhibitors, primary screen, counter-screen for MBD2 inhibitor project, biochemical, TR-FRET, human UHRF1, single concentration; UHRF1 binding to methylated oligo; inhibition, % at 4.4 µM; 0.75% of 370,000 active; AID 687016, 2013; in the data active means inhibition above about 21%;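 further: UHRF1 SRA domain binding a hemimethylated CpG hairpin DNA probe; 0% = median of test compound wells and 100% = reference inhibitor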
The depositor's hits bear a star; x = not tested or not shown.

Order of values – DDE Tn7 FP inh, PRMT1 inh, LEDGF integ inh, TDP2 inh, TCR-CD3 inh, PG9 Ab binder, ABHD4 inh, HTRA1 inh, SIAE primary, UHRF1 binding
- COC(=O)CSC1=C(C#N)C(c2ccc(C)o2)CC(=O)N1 (centres undefined)
 : 5, -2, -2, -5, 3, -2.0, 3, 9, -2, -1
- COc1cccc(C(C#N)N2CCCCC2)c1O (centres undefined)
 : 1, 1, 1, 9, 2, -1.4, 8, 4, 4, -5
- CCc1ccc(C(=O)C(C)OC(=O)c2nc3nc(C)cc(C)n3n2)cc1 (centres undefined)
 : -1, -2, 2, -4, 2, -0.8, 3, -4, -4, 1
- COc1ccc(NC(=O)c2cc(-c3cc(OC)c(OC)c(OC)c3)nc3ccccc23)cc1OC
 : 2, 0, 2, 14, -6, -0.6, -15, -22, 4, -2
- CCNC(=S)N1CCc2cc(OC)c(OC)cc2C1COc1ccccc1OC (centres undefined)
 : -2, 1, -2, 1, -11, -0.4, 2, -8, 18*, 0
- O=c1c2ccccc2ncn1Cc1ccccc1
 : 2, -5, 0, -12, -2, -2.0, -3, -3, -1, -2
- O=c1[nH]cnc(O)c1Nc1cccc(Cl)c1
 : -1, -2, 6, 7, 7, -2.2, 3, 0, 6, -2
- Cc1ccc2oc(C(=O)Nc3nnc(CC(C)C)s3)c(C)c2c1
 : -8, -2, 1, -1, -4, -0.9, 3, -3, -6, 1
- CCCCNC(=O)N1CCc2[nH]c3ccccc3c2C1
 : -7, 3, 4, 16, 5, 0.0, 3, -1, 3, -5
- COC1=C[C@H](C(=O)NCc2ccc(Cl)cc2)C(C)C(c2ccccc2)CC1=O (some centres undefined)
 : 2, 1, -2, -1, x, x, -7, x, 2, 0
- COc1cc(NC(=O)c2ccccc2)c(C)cc1NC(=O)CSc1nnc(-c2ccccc2F)n1-c1ccc(C)cc1
 : -9, -7, 2, -8, x, x, -9, x, -1, 2
- COc1ccccc1/C=N/Nc1cc(N(C)C)nc(N(C)C)n1
 : 0, -1, -1, 14, -1, -2.2, 9, 8, 6, -7
- O=C(CSc1nnc(CNC(=O)c2ccccc2F)o1)NCC1CCCO1 (centres undefined)
 : -8, 2, -4, -9, -5, 0.9, 4, 2, 0, 6
- O=C(OCC#CCSc1nnc(-c2cccc3ccccc23)o1)c1cccc(F)c1
 : -4, -1, 3, 2, x, x, 3, x, -4, 0
- CN(C(=O)Cn1nnc(-c2cccnc2)n1)C1CCCCC1
 : 5, -5, 1, 20, 7, -1.8, 6, x, -4, 20
- CCC[C@H]1C(=O)CC[C@@]23CCCN2C(=O)CCC[C@@H]13
 : 6, 2, 1, 3, x, x, 0, x, -1, -4
- CCn1c(CCNC(=O)c2ccc(Cl)cc2)n[nH]c1=S
 : -4, -1, 0, 13, -2, 0.9, 2, 1, 22*, 4
- COc1ccccc1NC(=O)CCSc1nc(C)cs1
 : 3, 2, -5, -4, -3, 0.6, 2, -4, 2, 3
- c1ccc(Nc2nn[nH]n2)cc1
 : 9, 1, -2, 2, 4, 0.6, 1, -2, 2, -1
- COc1ccc(NC(=O)c2ccc([N+](=O)[O-])cc2[N+](=O)[O-])c(OC)c1
 : 2, 5, 1, -1, -3, 0.2, 0, -5, 3, 1
- Oc1ccc(N=Nc2ccccc2)o1
 : 1, 35*, 3, -6, 0, -3.7, 2, 1, -2, 1
- COc1ccc(N2CCN(C(CNC(=O)c3ccc4c(c3)OCO4)c3cccnc3)CC2)cc1 (centres undefined)
 : -3, -1, 0, 2, -12, 1.1, 3, 0, 5, 1
- Cc1c(NS(=O)(=O)c2ccccc2F)c(=O)n(-c2ccccc2)n1C
 : -2, 0, -1, -11, -2, 3.3, 9, -4, 2, 1
- OC(CNC1CCCC1)COc1ccc(-c2ccccc2)cc1 (centres undefined)
 : 9, -2, -3, 2, -1, 2.1, -2, -4, 0, -3
- CC(=O)N1CC(C)Sc2ccc(S(=O)(=O)NCCc3ccc(C)cc3)cc21 (centres undefined)
 : -7, -2, 4, -11, 6, 3.4, -8, -7, 0, 1
- COc1ccc(N=C2Sc3ccccc3[C@@H]3C[C@H]4[C@H](CON4C)CN23)c(OC)c1
 : -1, -3, 2, -13, -1, -0.7, 1, x, 6, -1
- CCCOc1ccc(Br)cc1/C=N/O
 : 0, -2, 3, -1, 3, 0.5, -8, -4, 5, 0
- O=C(Nc1ccc(S(=O)(=O)N2CCCC2)cc1)c1cc(=O)c2ccccc2o1
 : -6, -4, 5, -1, 2, 1.3, -4, -16, 5, -2
- O=c1cc(COc2ncnc3c(Cl)cc(Cl)cc23)nc2sccn12
 : 3, -1, 0, 3, 1, 0.1, -6, 6, -3, 1
- O=C(NC1CCCCCC1)C1CCN(S(=O)(=O)c2c(Cl)cccc2Cl)CC1
 : 6, 1, -4, 4, 1, -0.2, 2, 0, 13, -4

The list goes on:
Order of values – DDE Tn7 FP inh, PRMT1 inh, LEDGF integ inh, TDP2 inh, TCR-CD3 inh, PG9 Ab binder, ABHD4 inh, HTRA1 inh, SIAE primary, UHRF1 binding
- Cc1ccccc1CNC(=O)CN(c1cccc([N+](=O)[O-])c1)S(C)(=O)=O
 : 3, -1, -4, 0, 1, -0.2, 3, 3, 7, 0
- Cc1ccc(NC(=O)c2ccc(OC(=O)COc3ccc(Cl)cc3C)cc2)cc1
 : 1, 0, 0, 3, 8, 0.5, -2, -4, -2, 2
- Cc1cccc(OC(C)C(=O)Nc2nc(-c3ccncc3)cs2)c1 (centres undefined)
 : 14, 1, 2, 9, 5, -0.1, 0, -5, 2, -2
- COc1cccc(CNS(=O)(=O)c2ccc3c(c2)N(C(C)=O)CCS3)c1
 : -6, -2, 1, 12, 6, -1.0, -1, -4, 6, 0
- O=C(COc1ccccc1Cl)Nc1nc(-c2ccncc2)cs1
 : 3, 0, 1, -6, 6, -0.7, -17, -14, -7, -1
- Cn1c(=O)c2c(nc(CN3CCN(C(=O)c4ccco4)CC3)n2Cc2ccccc2F)n(C)c1=O
 : 8, -5, 4, 11, 2, 0.3, 4, -4, -7, 0
- S=C(NCCSCc1ccc(Cl)c(Cl)c1)Nc1ccccc1
 : 2, -4, 3, -4, 2, -1.5, -34, -56, -38, -5
- Cc1cccc2sc(NC(=O)C3CCCO3)nc12 (centres undefined)
 : 8, 10, 0, 1, -2, 3.2, -3, -7, -11, 2
- CC(C)CN(CCNC(=O)CN1C(=O)COc2ccc(S(=O)(=O)N3CCOCC3)cc21)CC(C)C
 : 2, 4, 3, 19, -5, -0.1, -3, 3, -9, -1
- O=C(NCc1ccc(F)cc1)c1cc2sccc2n1Cc1ccc(F)cc1
 : 8, 0, -2, 4, 1, -1.4, -14, x, -3, -2
- O=C(c1ccco1)N1CCN(C2CN(C3CCCCC3)S(=O)(=O)C2)CC1 (centres undefined)
 : 4, 5, 1, -3, 0, 0.6, -2, x, -3, 2
- COc1ccccc1C(=O)NC1CCCc2ccccc21 (centres undefined)
 : -6, -2, 6, -8, 9, 1.4, 1, -5, 5, -3
- CCCCNC(=O)NCCCN1CCN(c2ccc(F)cc2)CC1
 : -2, 0, 1, -2, x, x, 7, x, 2, 0
- CCOC(=O)c1ccc(NC(=O)NCc2cccnc2)cc1
 : -5, 0, 0, 14, -5, 0.4, -1, -3, 8, -1
- CCN(CC)S(=O)(=O)c1ccc(/C=C/C(=O)Nc2ccccc2N2CCOCC2)cc1
 : -2, -4, 0, -12, -4, -0.2, 2, -8, 0, 2
- CCNc1nc2c(c(=O)n(Cc3ccccc3)c(=O)n2C)n1Cc1ccccc1
 : -1, 2, 0, 1, 7, 1.4, 2, -21, 10, 0
- COc1ccc(CC(=O)OCC(=O)Nc2ccc(F)cc2)cc1
 : 2, 1, 4, -5, 1, 0.8, 2, 3, -2, 0
- CCN(C[C@H]1N[C@@](Cc2ccccc2)(C(=O)OC)[C@H]2C(=O)N(C)C(=O)[C@@H]12)C(=O)c1ccc(C(C)(C)C)cc1
 : -5, -2, 3, -7, -3, 0.0, 9, 9, -1, 0
- Cc1cccc(N2N=C(C(=O)N3CC(=O)Nc4ccccc43)CCC2=O)c1
 : -3, -2, 2, -1, 6, 1.2, 3, 6, 3, 0

Compounds from the list above containing a Cl atom:
Order of values – DDE Tn7 FP inh, PRMT1 inh, LEDGF integ inh, TDP2 inh, TCR-CD3 inh, PG9 Ab binder, ABHD4 inh, HTRA1 inh, SIAE primary, UHRF1 binding
- O=c1[nH]cnc(O)c1Nc1cccc(Cl)c1
 : -1, -2, 6, 7, 7, -2.2, 3, 0, 6, -2
- COC1=C[C@H](C(=O)NCc2ccc(Cl)cc2)C(C)C(c2ccccc2)CC1=O (some centres undefined)
 : 2, 1, -2, -1, x, x, -7, x, 2, 0
- CCn1c(CCNC(=O)c2ccc(Cl)cc2)n[nH]c1=S
 : -4, -1, 0, 13, -2, 0.9, 2, 1, 22*, 4
- O=c1cc(COc2ncnc3c(Cl)cc(Cl)cc23)nc2sccn12
 : 3, -1, 0, 3, 1, 0.1, -6, 6, -3, 1
- O=C(NC1CCCCCC1)C1CCN(S(=O)(=O)c2c(Cl)cccc2Cl)CC1
 : 6, 1, -4, 4, 1, -0.2, 2, 0, 13, -4
- Cc1ccc(NC(=O)c2ccc(OC(=O)COc3ccc(Cl)cc3C)cc2)cc1
 : 1, 0, 0, 3, 8, 0.5, -2, -4, -2, 2
- O=C(COc1ccccc1Cl)Nc1nc(-c2ccncc2)cs1
 : 3, 0, 1, -6, 6, -0.7, -17, -14, -7, -1
- S=C(NCCSCc1ccc(Cl)c(Cl)c1)Nc1ccccc1
 : 2, -4, 3, -4, 2, -1.5, -34, -56, -38, -5
